Source: PubChem
TEAD-YAP block – TEAD-YAP interaction inhibition; HEK-TIYL cells, TEAD-Gal4/YAP UAS-luciferase luminescence; inhibition, % at 9.12 µM; actives 1.4% (n = 640,000); in the data active means inhibition above about 32%;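 further: 0% = median of test compound wells and 100% = reference inhibitor wells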
GPR151 activ – activators of human GPR151; activation, % at 11.2 µM; actives 1% (n = 650,000); PathHunter beta-arrestin GPR151 cells, luminescence; Q8TDV0; in the data active means activation above about 4.9%;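 further: 0% = median of compound wells and 100% = cells with positive control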
Target sequence (Q8TDV0 whole entry, looked up): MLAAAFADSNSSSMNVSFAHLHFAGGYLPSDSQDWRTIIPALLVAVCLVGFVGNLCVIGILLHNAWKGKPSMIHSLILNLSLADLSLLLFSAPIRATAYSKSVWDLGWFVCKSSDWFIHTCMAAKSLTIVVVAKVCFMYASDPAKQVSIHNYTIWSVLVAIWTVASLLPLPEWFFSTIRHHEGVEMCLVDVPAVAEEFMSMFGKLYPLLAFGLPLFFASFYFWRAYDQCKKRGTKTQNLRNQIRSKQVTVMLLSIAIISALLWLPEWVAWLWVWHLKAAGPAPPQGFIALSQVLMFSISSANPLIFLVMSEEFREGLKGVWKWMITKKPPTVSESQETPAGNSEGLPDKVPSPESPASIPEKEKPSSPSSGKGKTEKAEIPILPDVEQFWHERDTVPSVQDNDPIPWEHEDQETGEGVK
MITF inh – human MITF inhibition, primary screen. actives 0.91% (n = 650,000). inhibition, % at 2.6 µM. AlphaScreen MITF homodimerization, bead proximity signal. O75030; in the data active means inhibition above about 50%;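 further: 0% = vehicle wells with protein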
Target sequence (O75030 whole entry, looked up): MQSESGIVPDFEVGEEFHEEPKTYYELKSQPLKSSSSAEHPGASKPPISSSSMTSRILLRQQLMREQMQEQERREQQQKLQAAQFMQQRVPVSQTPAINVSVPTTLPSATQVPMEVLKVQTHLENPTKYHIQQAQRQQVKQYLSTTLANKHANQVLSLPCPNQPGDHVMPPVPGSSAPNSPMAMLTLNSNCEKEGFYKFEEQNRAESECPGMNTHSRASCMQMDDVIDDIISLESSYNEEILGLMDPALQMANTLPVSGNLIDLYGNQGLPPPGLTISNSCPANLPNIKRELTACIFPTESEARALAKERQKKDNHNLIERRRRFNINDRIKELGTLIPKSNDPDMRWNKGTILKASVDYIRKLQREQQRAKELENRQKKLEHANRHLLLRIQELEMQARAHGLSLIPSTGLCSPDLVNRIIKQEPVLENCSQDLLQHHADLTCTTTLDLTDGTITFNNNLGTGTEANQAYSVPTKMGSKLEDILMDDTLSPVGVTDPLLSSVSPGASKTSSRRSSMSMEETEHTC
FBW7 act – activators of human E3 ligase FBW7 | Q969H0 | AlphaScreen FBW7–phospho-cyclin E peptide binding, activator screen | normalized activity (activation), % at 26.1 µM | actives 0.13% (n = 650,000); in the data active means normalized activity above about 1.9%;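 further: purified mutant Fbw7 with reduced substrate affinity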
* = called active by the depositor; / = not tested or not shown.

The first 5 entries as a preview:
compound,TEAD-YAP block,GPR151 activ,MITF inh,FBW7 act
O=C(NCCCCc1ccccc1)c1cc(-c2ccccc2Cl)nc2ccccc12,-2,0.4,9,0.1
COc1ccccc1N/C=C(/C#N)c1nc(-c2ccc3c(c2)OCO3)cs1,8,0.5,-3,0.0
c1nc(NC2CC2)c2[nH]c(N3CCN(Cc4ccc5c(c4)OCO5)CC3)nc2n1,-12,-0.5,27,0.4
COc1ccc(CCNC(=O)c2cc(S(=O)(=O)N3CC(C)CC(C)C3)ccc2Sc2ccc(F)cc2)cc1OC (stereo not drawn),6,-1.4,21,-0.4
CCCCCN(C(=O)NC(=O)Nc1ccccc1Cl)S(=O)(=O)c1ccc(C)cc1,8,-0.2,8,0.0

The list itself, repeating the preview:
compound,TEAD-YAP block,GPR151 activ,MITF inh,FBW7 act
O=C(NCCCCc1ccccc1)c1cc(-c2ccccc2Cl)nc2ccccc12,-2,0.4,9,0.1
COc1ccccc1N/C=C(/C#N)c1nc(-c2ccc3c(c2)OCO3)cs1,8,0.5,-3,0.0
c1nc(NC2CC2)c2[nH]c(N3CCN(Cc4ccc5c(c4)OCO5)CC3)nc2n1,-12,-0.5,27,0.4
COc1ccc(CCNC(=O)c2cc(S(=O)(=O)N3CC(C)CC(C)C3)ccc2Sc2ccc(F)cc2)cc1OC (stereo not drawn),6,-1.4,21,-0.4
CCCCCN(C(=O)NC(=O)Nc1ccccc1Cl)S(=O)(=O)c1ccc(C)cc1,8,-0.2,8,0.0
COc1cc([N+](=O)[O-])ccc1N/C=C1/CCCCC1=O,3,-1.8,1,0.4
O=C(Nc1cccc2ccccc12)C1Cc2ccccc2CN1C(=O)c1ccco1 (stereo not drawn),0,3.2,14,0.2
CCCn1c(N2CCN(C(=O)Nc3cccc(C(C)=O)c3)CC2)nc2ccccc21,2,0.5,-12,0.0
Nc1nonc1NC(=O)CSc1nc2ccccc2s1,-4,-1.1,-2,0.2
CC(C)CN(CC(C)C)C(=O)c1cc([N+](=O)[O-])cc([N+](=O)[O-])c1N,3,-0.5,-1,0.6
COc1cc(NC(=O)Cn2nc(C)c([N+](=O)[O-])c2C)c(OC)cc1Cl,-6,0.3,0,-0.3
CNS(=O)(=O)c1cccc(C(=O)OCc2cccc([N+](=O)[O-])c2)c1,4,-1.8,7,0.4
Cc1ccc(NC(=O)c2cc3c(=O)n(C)c(=O)n(C)c3s2)cc1Cl,-6,-0.3,-2,-0.2
OCCC1CCCCN1c1ccnc2c(-c3ccsc3)cnn12 (stereo not drawn),-54,5.4*,-9,-0.5
Cc1ccccc1/C=C1/NC(=O)N(Cc2ccccc2F)C1=O,14,3.3,-1,-0.1
Cc1ccc(/C=C(\C#N)C(=O)NC(C)c2ccccc2)cc1 (stereo not drawn),0,0.4,26,0.1
Cc1cc(NC(=O)c2cn(-c3ccc(C)c(C)c3)c(=O)c3ccccc23)no1,1,-1.8,14,-0.1
COc1cc(/C=N/O)ccc1Oc1cnccn1,7,0.3,3,0.0
CC(C)c1ccc(C2C(C(=O)c3ccco3)=C(O)C(=O)N2CCN(C)C)cc1 (stereo not drawn),-9,1.2,-8,0.0
O=C(NC1CC1)C1CCC(=O)N1CCc1ccccc1 (stereo not drawn),2,-0.1,18,1.0
O=C(CCCCl)NCc1cccnc1,1,-0.7,13,0.2
CCC(=O)Nc1sc(/C(C#N)=C/c2ccco2)nc1-c1ccccc1,3,-0.3,2,0.1
Cc1ccc(NC(=O)Nc2ccccc2)cc1Cl,-84,-1.5,15,0.0
COc1ccc(OC)c(C2Oc3ccc(Cl)cc3C3CC(c4cccs4)=NN32)c1 (stereo not drawn),-21,-1.5,0,0.1
CC1CCN(c2cc(NCCCO)c([N+](=O)[O-])c3nonc23)CC1,6,-1.2,9,0.0
O=C1c2ccccc2C(=O)N1c1ccc(S(=O)(=O)Nc2ccc(F)cc2)cc1,4,0.0,3,0.1
Cc1ccc(NC(=O)CCN2CCCCCC2)c(C)c1,0,-1.0,5,0.0
Cc1ccc(OCC(=O)Nc2ccccc2I)cc1,-51,-1.3,-13,0.1
COc1ccc(-n2nc(C(=O)NCC(=O)NCCCN3CCC(C)CC3)c3ccccc3c2=O)cc1OC,-3,-0.7,-1,-0.1
Cc1cncc2cccc(NC3CCCN(C(=O)Cc4cccc(Br)c4)C3)c12 (stereo not drawn),26,0.7,9,-0.1
COc1ccc(NS(=O)(=O)c2cccc(C(F)(F)F)c2)cc1S(N)(=O)=O,5,-0.3,12,-0.1
C=CCN(C)C(=O)c1cn2ccsc2n1,-11,0.4,16,-0.5
Cc1ccccc1C=C1C(=O)c2ccccc2C1=O,-1,1.4,17,0.1
O=C(NCc1ccccn1)/C(=N/O)c1ccccc1,-16,0.6,15,0.1
O=C(c1ccc([N+](=O)[O-])cc1)n1nnc2ccccc21,4,0.0,-12,0.0
O=C(NN1C(=O)c2ccccc2C1=O)c1cccc(F)c1,-34,0.9,69*,-0.2
O=C(CN1CCc2nc(N3CCCCC3)[nH]c(=O)c2C1)Nc1nccs1,8,-1.2,9,0.6
c1ccc(-n2nnnc2Oc2ccc(-n3ccnc3)cc2)cc1,12,2.4,7,0.0
COC(=O)c1ccc(NS(=O)(=O)c2ccc3c(c2)SC(C)CN3C(C)=O)cc1 (stereo not drawn),3,0.0,-5,-0.1
O=C(NCc1ccccc1)N1CCC(O)(c2cccnc2)CC1,3,-0.7,0,0.3
CC(=O)Nc1ccc(NC(=O)C(NS(=O)(=O)c2cccc3nsnc23)C(C)C)cc1 (stereo not drawn),9,0.1,6,0.8
Cc1cccc(NC(=O)c2cc([N+](=O)[O-])ccc2NCC2CCCO2)n1 (stereo not drawn),9,-0.6,22,0.2
CCCCCOc1ccc(NC(=O)C(=O)NC2CC(C)(C)NC(C)(C)C2)cc1,12,-0.1,10,0.0
Cc1cc(NCCOc2ccccc2)nc(Nc2ccc(N3CCOCC3)cc2)n1,43*,-1.9,4,-0.4
NC(=O)c1ccccc1NC(=O)Cc1c(F)cccc1Cl,10,0.4,4,-0.1
CCCCCC(=O)/C=C/[C@H]1[C@H](O)CC(=O)[C@@H]1C/C=C\CCCC(=O)O,/,1.1,11,/
O=[N+]([O-])c1ccc2nc(CSc3ncnc4ccccc34)[nH]c2c1,-45,2.2,1,-0.9
CC(C)C(=O)N1c2ccccc2C(N(C(=O)C(C)C)c2ccccc2)CC1C (stereo not drawn),3,0.3,19,1.2
CCC1CCCCN1CCNC(=O)CNS(=O)(=O)c1ccc2nc(C)sc2c1 (stereo not drawn),6,2.2,1,0.2
Cc1ccc(-n2ncc3c(=O)n(CC(=O)NC4CCCCC4)cnc32)cc1,-2,0.5,-4,-0.4
CN1CC(=O)NC1=NC(=O)C1CCN(S(=O)(=O)c2ccc3c(c2)oc(=O)n3C)CC1,1,-1.3,-7,-0.1
CCC(=O)C1=C(c2ccc(Cl)cc2)N(C(=O)CC)n2c(C)nnc2S1,0,-1.2,2,-0.8
O=C(NCc1cccs1)c1cccn2c(=O)c3cc(Cl)ccc3nc12,0,0.0,3,0.1
Cc1ccc(NC(=O)CCC(=O)OCC(=O)c2ccccc2)cc1Cl,6,-1.7,16,0.1
O=C(CSc1nnnn1-c1ccccc1)c1cccc2ccccc12,-37,-1.3,12,0.2
Cc1oc(-c2ccc(Cl)cc2)nc1CSCC(=O)NCCCOC(C)C,11,-0.6,-10,-0.1
COc1ccc(C(=O)NCC2Cc3cc(-c4ccccc4C(C)=O)ccc3O2)cc1OC (stereo not drawn),-4,0.3,-1,-0.2
Cc1ncc(-c2ccncc2)c(C2CCCN(C(=O)Cc3ccccc3F)C2)n1 (stereo not drawn),-14,1.2,0,0.2
CCOC(=O)C1=C(c2ccccc2)N=c2s/c(=C/c3ccc(-c4ccc(C(=O)O)cc4)o3)c(=O)n2C1c1ccccc1OC (stereo not drawn),3,-1.3,13,-0.1
COC(=O)C1=C(C)NC2=C(C(=O)CCC2)C1c1cccnc1 (stereo not drawn),-2,-1.2,0,0.2

Results in GPR151 activ and FBW7 act (2 entries from above):
| SMILES | GPR151 activ | FBW7 act |
| --- | --- | --- |
| O=[N+]([O-])c1ccc2nc(CSc3ncnc4ccccc34)[nH]c2c1 | 2.2 | -0.9 |
| CC(C)C(=O)N1c2ccccc2C(N(C(=O)C(C)C)c2ccccc2)CC1C (stereo not drawn) | 0.3 | 1.2 |

Taken from the entries so far (3 entries):
compound,TEAD-YAP block,GPR151 activ,MITF inh,FBW7 act
COc1ccc(C(=O)NCC2Cc3cc(-c4ccccc4C(C)=O)ccc3O2)cc1OC (stereo not drawn),-4,0.3,-1,-0.2
Cc1ncc(-c2ccncc2)c(C2CCCN(C(=O)Cc3ccccc3F)C2)n1 (stereo not drawn),-14,1.2,0,0.2
CCOC(=O)C1=C(c2ccccc2)N=c2s/c(=C/c3ccc(-c4ccc(C(=O)O)cc4)o3)c(=O)n2C1c1ccccc1OC (stereo not drawn),3,-1.3,13,-0.1

The list goes on:
compound,TEAD-YAP block,GPR151 activ,MITF inh,FBW7 act
Cc1cc([N+](=O)[O-])ccc1-c1ccc(/C=C/C(=O)O)o1,-1,0.8,-12,-0.1
Cc1ccc(N2N3C(=O)OC4(C)CCC(C2(C)C)C34C)cc1 (stereo not drawn),11,-0.8,6,0.5
O=C(Nc1nc2ccc(S(=O)(=O)N3CCCC3)cc2s1)c1ccco1,13,-1.6,18,0.6
O=C(NCCNCc1cccs1)c1ccc(F)cc1,7,-0.8,55*,0.2
COc1ccc(CNn2cnnc2SCc2ccc(F)cc2)cc1OC,1,0.9,-6,0.1
O=C1C2C3C=CC(C3)C2C(=O)N1c1ccc(NCCc2cccc(F)c2)c([N+](=O)[O-])c1 (stereo not drawn),-11,0.2,-7,-0.1
CCOc1ccc(C(=O)Nc2ccc3c(c2)CC(=O)N3CC)cc1,-2,1.6,-3,0.0
CCOC(=O)c1cccc(NC(=O)/C=C/c2ccccc2[N+](=O)[O-])c1,33*,0.7,6,-0.2
CC(=O)Nc1cc2c(cc1NC(=O)Cn1nc(-c3ccc(F)cc3)ccc1=O)OCCO2,-6,0.6,-11,-0.1
NC(=O)c1ccc(NC(=O)c2ccc(Oc3ccc([N+](=O)[O-])cc3Cl)cc2)cc1,5,-0.2,6,0.1
COc1cc2c(cc1OC)CN(CC(=O)Nc1ccc3[nH]c(=O)[nH]c3c1)CC2,-6,-1.3,-8,0.0
O=C(Nc1ccc2c(c1)OCO2)N1CCN(Cc2nc(-c3ccc(F)cc3)cs2)CC1,-1,1.9,11,-0.1
C/C(=N\NC(=O)CNc1cccc(C)c1)c1cccc(Br)c1,4,-1.1,19,0.1
Cc1ncc(-n2cc([N+](=O)[O-])cn2)cc1C(=O)O,2,2.4,1,-0.1
CCCN(CCC)S(=O)(=O)c1ccc2[nH]c(=O)ccc2c1,-12,-0.7,-2,-0.4
CCOC(=O)c1sc(NC(=O)CCl)nc1C,3,-1.2,10,0.5
CCOc1ccc(-c2nc(SCCN(CC)CC)c3c(=O)n(C)c(=O)n(C)c3n2)cc1,-2,-0.2,-12,-0.1
Cc1ccc(S(=O)(=O)N2CCN(C3CC4CCC3C4)CC2)cc1 (stereo not drawn),-3,-0.6,32,0.0
O=C(Nc1ccc(Br)cc1)c1cc(S(=O)(=O)NC2CCCCC2)ccc1Cl,4,-1.6,8,0.3
Cc1ccc(Cc2c(C)nc3nc(SCc4ccc(F)cc4Cl)nn3c2C)cc1,-13,0.2,-16,-0.1
Cc1ccc2nc(-c3ccc(NC(=O)COc4ccc(C(C)(C)C)cc4)cc3)sc2c1,-16,-0.5,8,0.2
CCOC(=O)c1sc2nc(SCc3ccc(C(C)(C)C)cc3)n(CCC3=CCCCC3)c(=O)c2c1C,3,0.3,11,0.4
CCOC(=O)N1CCN(Cc2ccc3ccccc3c2)CC1,0,-0.3,46,-0.1
Cn1nnnc1SCC(=O)c1cccc(C(F)(F)F)c1,-3,-1.2,-5,0.0
COC(CNC1CCCc2c1[nH]c1ccc(C)cc21)OC (stereo not drawn),14,0.0,2,-0.1
Cn1ccnc1C1(O)CCN(CC(=O)NCc2ccccc2)CC1,2,1.4,3,-0.1
Cc1ccc(C)c(N2C(=N)S/C(=C\c3ccc(-c4ccccc4C(=O)O)o3)C2=O)c1,13,0.1,26,0.1
Cc1cc(I)ccc1NC(=O)c1cccnc1,9,0.5,13,0.5
COc1ccc(NC(=S)NNC(=O)c2cccc([N+](=O)[O-])c2C)c(OC)c1,-2,2.6,12,0.1
COc1cccc(C2c3[nH]c4ccccc4c3CCN2C(=O)CN(C)Cc2cccnc2)c1 (stereo not drawn),-9,-0.2,-4,-0.1
CCOC(=O)CC(=O)CSc1nc2ccsc2c(=O)n1Cc1ccc(F)cc1,9,-0.8,8,0.7
COc1ccc(C(Cc2ccncn2)Oc2nc(OC)cc(OC)n2)cc1 (stereo not drawn),-10,-2.3,7,0.5
COC(=O)C1=CN(C2CCCC2)C=C(C(=O)OC)C1c1ccc(Cl)s1,0,-0.1,-24,0.9
COc1cccc(NC(=S)N2CCN(c3ccccn3)CC2)c1,-2,-1.1,11,0.5
CCOC(=O)c1c(NC(=S)N2CCN(C)CC2)sc(C)c1C,-5,-0.3,0,-0.2
COc1cc(NC(=S)NCCc2c[nH]c3ccccc23)cc(OC)c1,-2,-1.9,-1,0.0
COc1cc(CN2CCC3(CC2)CC3C(=O)Nc2cc(C)cc(C)c2)cc2c1OCO2 (stereo not drawn),-9,1.1,7,-0.1
Cc1cc(C=O)c(C)n1-c1ccc(Oc2ccc([N+](=O)[O-])cn2)cc1,11,3.5,9,-0.1
